Screening results: PubChem BioAssay, National Center for Advancing Translational Sciences (NCATS)
LDHA block: blocks human lactate dehydrogenase A. AID 1347041. activity change, % (values are at about 110 or 230 µM). purified LDHA, NADH/diaphorase-resazurin fluorescence; stronger effect = lower value. 0.15% of 480,000 active. P00338; in the data active = activity change below about -30%; inconclusive = mostly about -25% to -30%;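 also: plate controls were DMSO wells for no effect and wells without enzyme for full effect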
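Human LDH5 (2 nM) was incubated with 0.06 mM NADH and 0.2 mM pyruvate for 5 min at room temperature in Tris pH 7.4. Remaining NADH was coupled through diaphorase/resazurin, and resorufin fluorescence was read at 0 and 20 min.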
Vif-A3F inh: inhibitors of Vif-A3F interaction. Potency, µM (doses to about 46.1 µM), for inactives: at the highest dose activity, negative = active. AID 602313. HeLa A3F-eYFP + Vif (tagged APOBEC3F with the HIV-1 protein that degrades it), YFP fluorescence increase. 0.2% of 390,000 active; also: potency is read from the fitted curve at half-maximal effect; % of control where 0% means no effect; nearly all actives have a fitted effect of over 65% in size
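HeLa cells stably expressing Vif plus C-terminally eYFP-tagged A3F were seeded, incubated overnight at 37 deg C, dosed with compound, incubated overnight again at 37 deg C. Yellow fluorescence (Ex 488/Em 500-530) reported blocked Vif-mediated A3F-eYFP degradation.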
ERG Ets-DNA blk: ERG Ets/DNA interaction inhibition | fluorescence polarization, His-ERG Ets domain / labelled DNA | 0.028% of 370,000 active | P11308 | AID 624246 | Potency, µM (titrated, usually from 76.9 µM), for inactives: at the top dose FP activity, negative = inhibition, usual class: inhibitors; active = well fitted inhibition curve with a large enough effect in the polarisation, with a control signal flat; inconclusive = small, poorly fitted or top-dose-only effect, or effect the other way, or a change in a side signal; inactive = no such curve, though single readings can be large or run the other way; the % refers to the polarisation;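 also: polarization taken with two DNA probes labelled with fluorescein and Texas red; potency is read from the fitted curve at half-maximal effect; % of control where 0% means no effect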
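His-tagged ERG Ets domain (1 uM in the protein solution; 300mM KCl, 50mM Tris-HCl, 1mM EDTA, 1mM DTT, pH 7.5) received compound, then a probe mix of 5 nM fluorescein-DNA and 100nM Texas-615-DNA. Fluorescence polarization was read for both dyes.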
Vif-APOBEC3G blk: inhibitors of Vif-APOBEC3G interaction | HeLa A3G-eYFP + Vif (tagged APOBEC3G with the HIV-1 protein that degrades it), YFP fluorescence, overnight | Potency, µM (top dose mostly 46.1 µM), for the others: at the top dose activity, negative = active, usual class: inhibitors | 0.076% of 410,000 active;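 also: potency is read from the fitted curve at half-maximal effect; % is scaled to controls: 0 for no effect and ±100 for the full control effect; nearly all actives have a fitted effect of over 60% in size; hits raise eYFP signal because A3G escapes Vif-driven loss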
Target sequence (Q9HC16 whole entry, looked up): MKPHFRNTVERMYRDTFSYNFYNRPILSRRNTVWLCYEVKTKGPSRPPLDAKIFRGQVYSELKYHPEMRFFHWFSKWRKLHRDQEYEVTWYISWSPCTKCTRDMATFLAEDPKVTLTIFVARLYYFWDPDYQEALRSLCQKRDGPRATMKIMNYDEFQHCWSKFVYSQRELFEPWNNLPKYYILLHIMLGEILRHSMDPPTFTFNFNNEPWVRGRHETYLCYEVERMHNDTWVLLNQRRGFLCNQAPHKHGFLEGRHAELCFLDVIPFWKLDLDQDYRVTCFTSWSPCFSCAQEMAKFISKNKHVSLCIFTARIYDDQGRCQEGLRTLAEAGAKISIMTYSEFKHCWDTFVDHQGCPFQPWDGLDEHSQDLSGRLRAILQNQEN
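HeLa cells stably expressing Vif and C-terminally eYFP-tagged A3G, seeded overnight at 37 deg C, then exposed to compound by pintool overnight at 37 deg C. Rise in yellow fluorescence (Ex 488/Em 500-530, Acumen) marks blocked Vif-driven A3G degradation.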
RGS4 inh: human RGS4 inhibition. P49798. Transcreener GDP fluorescence polarization, RGS4-accelerated GTP hydrolysis. Potency, µM (highest dose often 114 µM), without a hit: at the highest dose activity change, negative = inhibition, usual class: inhibitors. 0.039% of 390,000 active. AID 504845; also: potency is read from the fitted curve at half-maximal effect; % is scaled to controls: 0 for no effect and ±100 for the full control effect; nearly all actives have a fitted effect of over 75% in size; some results filed as inactive show a strong effect at the top dose
Target sequence (P49798 whole entry, looked up): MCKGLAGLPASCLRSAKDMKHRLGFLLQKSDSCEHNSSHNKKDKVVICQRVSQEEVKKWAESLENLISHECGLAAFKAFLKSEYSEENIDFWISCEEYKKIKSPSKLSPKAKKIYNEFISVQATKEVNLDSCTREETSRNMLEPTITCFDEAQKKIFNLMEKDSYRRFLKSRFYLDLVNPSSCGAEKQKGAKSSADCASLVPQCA
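MLSMR compounds (23 nl, pin-transferred) preincubated 10 min at room temperature with a 500nM (2x) first reagent, then RGS4 at 900nM (2x) plus Transcreener GDP mix added; fluorescence polarization (620/688 nm) read before and after 90 min at 30 °C.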
12-LOX inh: inhibitors of human 12S-lipoxygenase ALOX12; AID 1671190; purified 12hLO, xylenol orange hydroperoxide absorbance; Potency, µM (highest dose often 108 µM), inactives show at the top dose activity change, negative = inhibition, usual class: inhibitors; 1.1% of 580,000 active; also: potency is read from the fitted curve at half-maximal effect; % is scaled to controls: 0 for no effect and ±100 for the full control effect
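Purified human 12hLO at 150 nM in 25 mM Hepes, 0.01% Triton X-100, pH 7.0, preincubated 15 min at room temperature with compound. Reaction started with 40 uM arachidonic acid, 30 min at room temperature. Hydroperoxide measured by Fe-xylenol orange, 573/405 nm absorbance ratio.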
Glioma ERSR ind: inducers of ER stress response in human glioma cells | U87-MG GRP78 promoter luciferase reporter, 16 h | Potency, µM, inactives show at the highest dose activation, most hits filed as activators | 0.02% of 420,000 active | AID 602332; also: potency is read from the fitted curve at half-maximal effect; series mostly up to about 76 µM; % of control where 0% means no effect; nearly all actives have a fitted effect of over 35% in size
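Stably transfected U87-MG human glioma cells carrying a GRP78-based luminescent sensor were seeded at 1000 cells/well, pin-dosed with compounds and incubated 16 h. Luciferase reagent was then added, and end-point luminescence was read after 10 min at room temperature.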
D2 ag: D2 dopamine receptor (human) agonism; P14416; HEK293 T-REx D2 cells, calcium flux agonist mode; activation, % at 2 µM; 0.53% of 340,000 active;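 active = activation over 3 SD above normal in the single-dose calcium agonist read, cut at about 30% in these data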; also: 0% is about no effect
Target sequence (P14416 whole entry, looked up): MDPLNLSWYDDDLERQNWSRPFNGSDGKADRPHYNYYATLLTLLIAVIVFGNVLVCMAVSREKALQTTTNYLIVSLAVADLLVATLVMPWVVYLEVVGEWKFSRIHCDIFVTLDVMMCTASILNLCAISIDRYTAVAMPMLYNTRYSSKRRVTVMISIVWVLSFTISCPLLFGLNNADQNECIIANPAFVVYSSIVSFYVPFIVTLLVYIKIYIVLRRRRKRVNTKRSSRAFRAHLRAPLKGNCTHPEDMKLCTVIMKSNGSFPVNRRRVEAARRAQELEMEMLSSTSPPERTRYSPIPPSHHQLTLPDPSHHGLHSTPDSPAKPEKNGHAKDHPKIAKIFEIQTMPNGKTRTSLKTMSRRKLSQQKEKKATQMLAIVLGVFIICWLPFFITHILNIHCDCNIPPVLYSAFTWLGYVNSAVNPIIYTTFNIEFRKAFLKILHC
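Agonism scored from kinetic calcium signal (1 read/sec, 180 s) following compound pin transfer, after a 10 s baseline. Cells: HEK293 Trex line expressing inducible D2 receptor coupled to calcium, dye-loaded after overnight culture at 30 C.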
D2 antagonist: antagonizes the human D2 dopamine receptor | P14416 | 2% of 340,000 active | inhibition, % at 10 µM | HEK293 TREx D2 cells, calcium flux, dopamine EC80; in the data active = inhibition above about 30%; also: 0% is about no effect
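Calcium mobilization kinetics were recorded at 1 s intervals in tetracycline-induced HEK293 T-REx D2 cells, first for 180 s after compound addition and then 180 s after EC80 dopamine.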
Starred values were filed as active, the others as inactive; ? = inconclusive; . = not tested or not shown; & = joins results of further samples; [ ] = dose if it differs, or a comment. Unless noted, calls follow the shape of the dose curve; as a rule, active = well fitted curve in the direction sought with a large enough effect; inconclusive = small, poorly fitted or top-dose-only effect, or another doubt; inactive = no such curve, though single readings can be large; an effect the other way counts as inactive or inconclusive.

SMILES | LDHA block | Vif-A3F inh | ERG Ets-DNA blk | Vif-APOBEC3G blk | RGS4 inh | 12-LOX inh | Glioma ERSR ind | D2 ag | D2 antagonist
Cc1nn(C(C)C(=O)O)c2ccccc12 (stereo not drawn) | -6 | 0% | . | 0% | 11% | ? | 0% | 0.3 | 5
Cc1cc2ncc(-c3ccc(Cl)cc3)c(N)n2n1 | -2 | 0% | 1% | 1% | -4% | 19% | -1% | 0.1 | 13
COc1ccc(C2C=C(c3ccc(F)cc3)Nc3nc(-c4ccc(Cl)cc4)nn32)cc1 (stereo not drawn) | 1 | -11% | 4% | -7% | -17% | 4% | -1% | -2.0 | .
CC(C)c1ccc(/C=N\NC(=O)c2ccc(Cn3cccn3)o2)cc1 | -6 | 10% | -1% | 1% | 16% | -16% | 5% | 2.2 | 25
CC(C)n1nc(C(=O)NC2CCCCCC2)c2ccccc2c1=O | -2 | 3% | 11% | 0% | 25% | 0% | 3% | -0.8 | 10
CCN(Cc1ccncc1)C(=O)c1cc(COc2c(F)cccc2F)on1 | -4 | 3% | -4% | -1% | -23%[56.9 µM] | -1% | 11% | -0.3 | -4
NC(=O)NC(c1ccccc1)c1ccccc1F (stereo not drawn) | -1 | -1% | -1% | 1% | 1% | 0% | -4% | 0.0 | -3
CN(C(=O)c1ccc(S(=O)(=O)c2cccc(Cl)c2)c([N+](=O)[O-])c1)C1CCCCC1 | -1 | 3% | -3% | -3% | -26% | -19% | -4% | 0.3 | 7
CCOCc1nnc(NC(=O)COC)s1 | -10 | 1% | -2% | 1% | -31% | -11% | -1% | -1.6 | 6
COc1ccccc1CNC(=O)CCCn1c(=O)c2cccn2c2ccccc21 | -1 | . | -3% | . | -7% | -5% | . | -0.8 | .
COc1ccccc1C(CC(=O)Nc1ccccc1C)c1ccc(OC(C)C)cc1 (stereo not drawn) | -15 | -1% | -3% | -1% | 4% | 1% | 1% | 0.7 | -20
O=C(NC1CCCCC1)C(c1ccc(O)cc1)N(CC1CCCO1)C(=O)C1COc2ccccc2O1 (stereo not drawn) | -1 | 15% | -10% | 0% | -1% | -13% | -4% | -1.1 | 0
COc1ccc(NC(=O)COC(=O)COc2ccc(Br)cc2)cc1 | -7 | 0% | 0% | 0% | 7% | 0% | 0% | 0.4 | -5
COC(=O)[C@@H](Cc1ccc(O)cc1)NC(=O)[C@H]1CCC(=O)N1C(=O)OCc1ccccc1 | -1 | -1% | -1% | 0% | -10% | -4% | -4% | 0.8 | -3
CN(CC(=O)Nc1ccc(F)c(F)c1F)C(=O)C1CCCCC1 | -1 | -2% | -6% | -4% | 1% | -7% | -5% | . | .
O=C(NC(=S)Nc1ccccc1Cl)C1CC1 | -17 | -8% | -1% | 0% | -9% | -27% | 4% | 0.4 | 9
O=C(O)c1ccccc1NCc1ccsc1 | -2 | -1% | -13% | -7% | 13% | 294%[activator] | -3% | -0.8 | 15
CCN1CCN(CCC(=O)Nc2cc(C)ccc2C)CC1 | -2 | -5% | 9% | 0% | -1% | 10% | -1% | 0.1 | 21
C=CCOC(=O)c1sc(NC(=O)c2ccc(OC)cc2)nc1C | -10 | -4% | -1% | 0% | 2% | -5% | -7% | 0.3 | -10
C/C(=N\O)C(C)NC(=O)c1ccccc1 (stereo not drawn) | -1 | -8% | 1% | 1% | 10% | 19% | -4% | 1.6 | 22
CCCN(CC(=O)Nc1ccccc1OC)C(=O)c1ccc(S(=O)(=O)Nc2ccccc2OC)cc1 | 5 | 3% | 5% | -6% | 42% | 389%[activator] | 0% | . | .
Nc1ccc(S(=O)C(F)(F)F)cc1 (stereo not drawn) | -2 | 0% | 0% | -3% | 13% | -3% | -5% | 0.5 | -3
CC(Sc1ccc([N+](=O)[O-])cn1)C(=O)Nc1nccs1 (stereo not drawn) | 1 | 2% | 13% | -10% | -26% | ? | -4% | -0.3 | 29
CCS(=O)(=O)N1CCCC(C(=O)NCCOC)C1 (stereo not drawn) | 0 | 1% | 0% | -6% | 12% | 0% | -5% | -0.5 | .
O=C(c1noc2c1CCCC2)N1CCc2c([nH]c3ccccc23)C1c1ccccn1 (stereo not drawn) | 2 | 7% | 4% | 2% | -11% | -4% | 7% | -2.0 | 2

Some of the entries so far, tab-delimited.
smiles	LDHA block	Vif-A3F inh	ERG Ets-DNA blk	Vif-APOBEC3G blk	RGS4 inh	12-LOX inh	Glioma ERSR ind	D2 ag	D2 antagonist
C/C(=N\O)C(C)NC(=O)c1ccccc1 (stereo not drawn)	-1	-8%	1%	1%	10%	19%	-4%	1.6	22
CCCN(CC(=O)Nc1ccccc1OC)C(=O)c1ccc(S(=O)(=O)Nc2ccccc2OC)cc1	5	3%	5%	-6%	42%	389%[activator]	0%	.	.
Nc1ccc(S(=O)C(F)(F)F)cc1 (stereo not drawn)	-2	0%	0%	-3%	13%	-3%	-5%	0.5	-3

A few values from the list.
O=C(NC1CCCCC1)C(c1ccc(O)cc1)N(CC1CCCO1)C(=O)C1COc2ccccc2O1 (stereo not drawn) in Glioma ERSR ind shows -4%
C=CCOC(=O)c1sc(NC(=O)c2ccc(OC)cc2)nc1C in Vif-APOBEC3G blk shows 0%
CN(C(=O)c1ccc(S(=O)(=O)c2cccc(Cl)c2)c([N+](=O)[O-])c1)C1CCCCC1 in 12-LOX inh shows -19%
CC(C)n1nc(C(=O)NC2CCCCCC2)c2ccccc2c1=O in D2 ag shows -0.8
CC(C)c1ccc(/C=N\NC(=O)c2ccc(Cn3cccn3)o2)cc1 in Vif-APOBEC3G blk shows 1%

The listing continues.
SMILES | LDHA block | Vif-A3F inh | ERG Ets-DNA blk | Vif-APOBEC3G blk | RGS4 inh | 12-LOX inh | Glioma ERSR ind | D2 ag | D2 antagonist
COC(=O)c1c(NC(=O)/C=C/c2ccc3c(c2)OCO3)sc(C)c1C | -6 | -17% | -9% | 2% | -12% | 1% | -4% | -0.2 | 2
O=C(O)C1CCC(CNCc2ccccc2Cl)CC1 (stereo not drawn) | -14 | 1% | 9% | 3% | -34% | -5% | -5% | -0.4 | -5
COc1cc(/C=C2\SC(=S)N(c3cccnc3)C2=O)ccc1O | -10 | -15% | 154%[activator] | -8% | -43% | 2% | 10% | -0.3 | -7
C[C@H](NC(=O)c1ncn2c1C(=O)N[C@@H](C)C2)C(=O)OC(C)(C)C | 1 | -7% | . | -8% | . | 36%[activator] | -4% | . | .
O=C1C2C3c4ccccc4C(Br)(c4ccccc43)C2C(=O)N1c1ccccc1O (stereo not drawn) | 0 | 3% | 0% | -3% | 3% | -15% | -2% | 2.2 | 0
Cc1ccc(-c2nn3c(C)nnc3s2)cc1NC(=O)c1ccc(Br)o1 | 1&-9 | 0% | 7% | 0% | -13% | ? | -2% | -0.5 | 5
CCOC(=O)c1c(/N=C/N(C)C)sc(/C=N/Nc2ccccc2)c1-c1ccc(Cl)cc1 | -4 | -4% | -2% | -20% | 8%[11.4 µM] | ? | -3% | 0.1 | -6
Cc1ccc(C(C(=O)NC2CCCC2)N(Cc2ccc3c(c2)OCO3)C(=O)Cc2cccs2)cc1 (stereo not drawn) | -9 | 7% | -9% | -4% | 2% | 0% | -8% | 0.4 | -20
C=CCOc1ccc(CNn2nnnc2N)cc1 | -6 | -6% | -2% | 0% | 11% | 11% | -1% | . | .
O=C(c1ccco1)N1CCC(c2nc3c(nnn3Cc3ccc(F)cc3)c(=O)[nH]2)CC1 | -3 | -1% | 5% | 1% | 1% | -20% | -5% | -1.2 | -2
Cc1ccc(N2C(=O)Nc3cc(Cl)c(Cl)cc3N2O)cc1Cl | -6 | 2% | -3% | 0% | -12% | 0% | 0% | 0.4 | -1
Cc1c(NS(=O)(=O)c2ccc(C(=O)NCc3ccc(F)cc3)cc2)c(=O)n(-c2ccccc2)n1C | 3 | -10% | 3% | 12% | -22% | 8% | 1% | -1.0 | -5
COc1ccc(C(=O)c2coc(-c3ccccc3C(=O)O)c2C(=O)O)cc1 | -5 | -2% | 0% | 3% | 20% | 4% | 1% | -1.0 | -2
CCN1CCN(C(c2cccs2)C(C)NC(=O)C(C)C)CC1 (stereo not drawn) | 1 | 8% | -4% | 2% | -21% | 4% | -4% | -0.3 | -3
O=C(O)c1ccc(NS(=O)(=O)Cc2ccc(Cl)c(Cl)c2)cc1 | -6 | 9% | 2% | -1% | 10% | -6% | -4% | . | .
CCCCNC(=O)C1CCN(S(=O)(=O)c2cnc[nH]2)CC1 | -7 | 2% | 11% | 1% | 1% | 0% | -2% | 0.5 | -14
Cc1cc(C(=O)CN2C(=O)C(=O)N(Cc3ccccc3)C2=O)c(C)n1CC1COc2ccccc2O1 (stereo not drawn) | 5 | 8% | 13% | 6% | -22% | -2% | -6% | 2.3 | 29
O=C(Nc1ccncc1)c1ccc(Cl)c(Cl)c1 | -9 | -13% | -5% | -2% | 8% | ? | 5% | 0.0 | 4
O=C(CSc1n[nH]c(-c2ccc(Br)cc2)n1)NC1CCCC1 | 0 | -2% | -8% | 5% | 9% | ? | -1% | . | .

Only part of the results is shown, so the mix of outcomes need not match the whole.
